Bcl-XL Bim block – inhibitors of Bim-Bcl-XL interaction, human; Q07817; Bim peptide-Bcl-XL binding, bead flow cytometry, fluorescence; inhibition, % at 10 µM; 190,000 compounds, 0.04% hits
RGS4-Gao reg – modulates binding of RGS4 to human Galphao. Multiplexed bead flow cytometry; actives lie on both sides. P09471. binding response (% of control), % at 10 µM. 220,000 compounds, 0.33% hits; in the data active means binding response below about 49% or above about 150%; inactive means in between;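 further: fluorescent Galphao activated with aluminum fluoride binding bead-coupled RGS4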
Target sequence (P09471 whole entry, looked up): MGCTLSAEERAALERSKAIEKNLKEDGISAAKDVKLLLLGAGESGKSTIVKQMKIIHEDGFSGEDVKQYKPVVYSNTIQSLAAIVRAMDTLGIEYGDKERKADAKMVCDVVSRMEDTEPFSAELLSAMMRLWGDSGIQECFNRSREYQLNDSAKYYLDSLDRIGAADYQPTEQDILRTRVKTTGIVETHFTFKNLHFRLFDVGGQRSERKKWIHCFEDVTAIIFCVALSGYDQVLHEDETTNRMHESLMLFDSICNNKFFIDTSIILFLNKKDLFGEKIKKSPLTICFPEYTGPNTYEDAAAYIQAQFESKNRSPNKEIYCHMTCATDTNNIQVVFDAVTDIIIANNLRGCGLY
RGS8-Gao reg – regulators of human RGS8-Galphao interaction; P09471; multiplexed bead flow cytometry, RGS8-Galphao binding; actives lie on both sides; response (percent of control binding), % at 10 µM; 220,000 compounds, 0.34% hits; AID 1423; in the data active means response below about 60% or above about 140%; inactive means in between;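 further: Galphao activated as the GDP aluminium fluoride complex binding bead-coupled RGS8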
Bim-Bcl-W – human Bim-Bcl-W interaction inhibition | Q92843 | bead-based flow cytometry, Bim peptide-Bcl-W binding | inhibition, % at 10 µM | 190,000 compounds, 0.02% hits | AID 952;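 further: 0% = bound tracer without compound and 100% = peptide blocker; higher means less fluorescent Bim peptide bound to Bcl-W beads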
Target sequence (Q92843 whole entry, looked up): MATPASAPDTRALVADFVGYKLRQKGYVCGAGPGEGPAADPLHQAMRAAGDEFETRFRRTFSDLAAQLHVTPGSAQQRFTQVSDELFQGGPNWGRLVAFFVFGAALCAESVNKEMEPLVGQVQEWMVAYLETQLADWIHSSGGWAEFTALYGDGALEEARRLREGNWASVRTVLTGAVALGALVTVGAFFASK
Bim-Bfl-1 – inhibitors of Bim-Bfl-1 interaction, human | AID 1008 | Bead-based flow cytometry, Bim-Bfl-1 binding inhibition | Q16548 | 190,000 compounds, 0.12% hits | inhibition, % at 10 µM;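 further: 0% = wells without compound plus tracer and 100% = blocker peptide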
RGS7-Gao reg – human RGS7-Galphao interaction regulation. P09471. Multiplexed bead flow cytometry, RGS7-Galphao binding; actives lie on both sides. binding response (% of control), % at 10 µM. AID 1439. 220,000 compounds, 0.35% hits; in the data active means binding response below about 49% or above about 150%; inconclusive means no clear call, values can overlap the other calls; inactive means in between;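 further: fluorescent Galphao held in activated GDP-AlF4 state binding bead-coupled RGS7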
Bim-Bcl-2 – inhibitors of Bim-Bcl-2 interaction, human; P10415; Bead-based flow cytometry, Bim peptide-Bcl-2 binding; 190,000 compounds, 0.06% hits; inhibition, % at 10 µM; in the data active means inhibition above about 40%; inconclusive means no clear call, values can overlap the other calls;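 further: 0% = no compound wells with probe peptide and 100% = reference peptide inhibitor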
Target sequence (P10415 whole entry, looked up): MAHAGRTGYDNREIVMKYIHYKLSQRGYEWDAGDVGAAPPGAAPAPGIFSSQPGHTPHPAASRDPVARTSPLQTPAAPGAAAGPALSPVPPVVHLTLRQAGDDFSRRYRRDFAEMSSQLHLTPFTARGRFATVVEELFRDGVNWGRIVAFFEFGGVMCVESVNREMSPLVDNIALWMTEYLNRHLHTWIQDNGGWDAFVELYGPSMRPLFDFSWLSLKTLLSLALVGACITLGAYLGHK
Mcl1-Bid inh – Mcl-1/Bid interaction inhibition; AID 1021; 220,000 compounds, 0.97% hits; inhibition, % at 21.7 µM; TR-FRET Mcl-1/Bid-Dy647 peptide binding, 1536-well;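 active means compounds that cut the binding signal by more than half at the single screening dose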;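 further: His-tagged Mcl-1 with europium anti-His antibody binding Bid BH3 peptide; 0% = Mcl-1 plus peptide wells and 100% = peptide-only wells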
Mcl-1 Bim block – human Bim-Mcl-1 interaction inhibition; inhibition, % at 10 µM; 190,000 compounds, 0.1% hits; Q07820; Bead-based flow cytometry, Bim peptide-Mcl-1 binding;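 further: 0% = no compound tracer wells and 100% = peptide blocker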
Mcl1-Noxa inh – disrupts binding of human Mcl-1 to Noxa peptide; AID 1022; 220,000 compounds, 1.5% hits; inhibition, % at 21.7 µM; TR-FRET Mcl-1/Noxa peptide binding, 2 h; Q07820;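 active means compounds that cut the protein-peptide binding signal by more than 50% relative to plate controls in a single-dose test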;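 further: His-tagged Mcl-1 with rhodamine Noxa BH3 peptide and terbium anti-His antibody; 0% = Mcl-1 plus Noxa peptide wells and 100% = peptide-only wells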
Bcl-B Bim block – human Bim-Bcl-B interaction inhibition | inhibition, % at 10 µM | Q9HD36 | bead-based flow cytometry, Bim peptide-Bcl-B binding | 190,000 compounds, 0.073% hits | AID 951;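 further: 0% = tracer peptide without compound and 100% = reference inhibitor peptide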
Target sequence (Q9HD36 whole entry, looked up): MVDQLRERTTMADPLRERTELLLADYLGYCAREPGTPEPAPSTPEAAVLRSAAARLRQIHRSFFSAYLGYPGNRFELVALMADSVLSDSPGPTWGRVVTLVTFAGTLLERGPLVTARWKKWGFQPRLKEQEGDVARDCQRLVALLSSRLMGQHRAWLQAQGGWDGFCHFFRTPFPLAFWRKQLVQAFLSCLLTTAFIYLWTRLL
* hit, by the source's call; ? = inconclusive; . = no result given. Unless noted, no stated cut-off is given here; in the data, active means inhibition above about 40%.

#1 Cc1ccc(S(=O)(=O)n2nc(OC(=O)c3cccs3)cc2N)cc1
#2 CCCN(CCC)CCCNC(=O)CC1Nc2ccccc2NC1=O (centres undefined)
#3 CC1CCc2c(C(=O)Nc3ccc(OC(F)(F)F)cc3)csc2C1 (centres undefined)
#4 CCc1c(C(=O)N/N=C/c2cn[nH]c2-c2ccc(F)cc2)csc1C
#5 Cn1c(Cn2c(=O)sc3ccccc32)nnc1SCC(=O)NCC1CCCO1 (centres undefined)
#6 CS(=O)(=O)c1sc(C(=O)NC(=O)Nc2cccc(C(F)(F)F)c2)c2c1C=CCC2

assay / compound | 1 | 2 | 3 | 4 | 5 | 6
Bcl-XL Bim block | -2 | 2 | -4 | -9 | -10 | .
RGS4-Gao reg | 101 | 94 | 105 | 95 | 100 | 107
RGS8-Gao reg | 101 | 99 | 104 | 99 | 101 | 103
Bim-Bcl-W | 0 | 5 | -4 | -7 | -8 | .
Bim-Bfl-1 | -2 | 0 | 0 | -5 | -10 | .
RGS7-Gao reg | 102 | 95 | 104 | 99 | 100 | ?
Bim-Bcl-2 | 0 | 3 | -3 | -6 | -9 | .
Mcl1-Bid inh | -15 | . | -2 | -25 | -21 | -7
Mcl-1 Bim block | -3 | 20 | -4 | -6 | -5 | .
Mcl1-Noxa inh | 14 | . | -25 | 7 | -4 | -6
Bcl-B Bim block | -1 | 2 | -3 | -10 | -11 | .

#7 CCOC(=O)N1CCN(c2ccccc2OC)CC1
#8 CCOC(=O)CSC1=N/C(=C/c2ccc(-n3cncn3)cc2)C(=O)N1C(C)=O
#9 CC(C)CNC(=O)N[C@@H](CC(C)C)C(=O)O
#10 CCCCOc1ccc(C(O)(CC)CCN2CCOCC2)cc1 (centres undefined)
#11 CCOc1cc(Br)c(C(=O)O)cc1OCC
#12 COC(=O)COc1ccc2oc(=O)cc(C)c2c1

assay / compound | 7 | 8 | 9 | 10 | 11 | 12
Bcl-XL Bim block | . | -1 | . | -1 | -1 | -2
RGS4-Gao reg | 103 | 96 | 102 | . | 100 | 94
RGS8-Gao reg | 98 | 97 | 102 | . | 95 | 99
Bim-Bcl-W | . | -2 | . | -1 | -3 | -5
Bim-Bfl-1 | . | -5 | . | -2 | 0 | -4
RGS7-Gao reg | ? | 94 | ? | . | 99 | 95
Bim-Bcl-2 | . | 0 | . | -13 | -2 | 0
Mcl1-Bid inh | -63 | 38 | 0 | 15 | -12 | -21
Mcl-1 Bim block | . | -1 | . | 0 | -2 | 0
Mcl1-Noxa inh | 14 | 19 | -4 | 23 | -2 | 14
Bcl-B Bim block | . | -1 | . | -3 | -1 | -1

#13 COc1ccc(C)cc1C1=Nc2ccccc2C1(C)C
#14 CC1CCN(c2c(NCc3ccc(C(=O)N4CCc5ccccc54)cc3)c(=O)c2=O)CC1
#15 COc1cc(C(=O)Nc2nc3ccc(C)cc3s2)ccc1OCc1c(C)noc1C
#16 COc1cc(NC(=O)CSc2nnnn2Cc2ccccc2)cc(OC)c1
#17 CC(OC(=O)c1cccnc1)C(=O)Nc1ccc2c(c1)OCO2 (centres undefined)
#18 CCOC(=O)C1CCN(C(c2cc3ccc(C)cc3[nH]c2=O)c2nnnn2C2CCCCC2)CC1 (centres undefined)

assay / compound | 13 | 14 | 15 | 16 | 17 | 18
Bcl-XL Bim block | 0 | 2 | -1 | -1 | -2 | -7
RGS4-Gao reg | 102 | 106 | 89 | 96 | 99 | 95
RGS8-Gao reg | 103 | 112 | 99 | 99 | 100 | 99
Bim-Bcl-W | 0 | 2 | 1 | -1 | -2 | -4
Bim-Bfl-1 | 0 | 0 | 6 | -5 | -2 | -19
RGS7-Gao reg | 103 | 108 | 90 | 89 | ? | 95
Bim-Bcl-2 | 3 | 0 | 7 | -3 | -1 | -12
Mcl1-Bid inh | -14 | -23 | 7 | -14 | -24 | 0
Mcl-1 Bim block | 0 | 0 | 2 | 1 | 0 | -2
Mcl1-Noxa inh | 7 | 0 | 23 | -9 | 15 | 16
Bcl-B Bim block | -1 | 3 | 9 | 0 | -1 | -10

#19 CCOc1ccc(OCc2ccc(C(=O)NCC3CCCO3)o2)cc1 (centres undefined)
#20 COc1ccc(CN2C(=O)[C@@H]3C(c4ccccc4Cl)=NO[C@@H]3C2=O)cc1
#21 CC1(C)CC(=O)C(C=NCCN2CCN(C(=O)CC3CCCC3)CC2)=C(O)C1
#22 O=C(CCCOc1ccccc1)n1nnc2ccccc21
#23 CCOC(=O)c1[nH]c2ccc(OC)cc2c1NC(=S)N1CCN(c2ccccn2)CC1
#24 Cc1ccc(CSC2=Nc3ccccc3C3=NC(CC(=O)NCc4ccco4)C(=O)N23)cc1 (centres undefined)

assay / compound | 19 | 20 | 21 | 22 | 23 | 24
Bcl-XL Bim block | -1 | 0 | -1 | -5 | -3 | -13
RGS4-Gao reg | 98 | 105 | 102 | 100 | 102 | 97
RGS8-Gao reg | 99 | 106 | 104 | 100 | 100 | 96
Bim-Bcl-W | -2 | 1 | 3 | 2 | -2 | -1
Bim-Bfl-1 | -1 | 0 | -10 | -4 | -3 | -5
RGS7-Gao reg | 100 | 103 | 102 | 102 | ? | 97
Bim-Bcl-2 | 2 | -2 | -7 | -7 | -3 | -8
Mcl1-Bid inh | -17 | -48 | -34 | -14 | -28 | -2
Mcl-1 Bim block | 1 | 0 | -2 | 2 | -2 | 0
Mcl1-Noxa inh | -12 | -6 | 3 | -25 | 16 | 48
Bcl-B Bim block | 2 | 0 | -5 | -7 | -2 | -8

Among those listed so far, these have a halogen.
#3 CC1CCc2c(C(=O)Nc3ccc(OC(F)(F)F)cc3)csc2C1 (centres undefined)
#4 CCc1c(C(=O)N/N=C/c2cn[nH]c2-c2ccc(F)cc2)csc1C
#6 CS(=O)(=O)c1sc(C(=O)NC(=O)Nc2cccc(C(F)(F)F)c2)c2c1C=CCC2
#11 CCOc1cc(Br)c(C(=O)O)cc1OCC
#20 COc1ccc(CN2C(=O)[C@@H]3C(c4ccccc4Cl)=NO[C@@H]3C2=O)cc1

assay / compound | 3 | 4 | 6 | 11 | 20
Bcl-XL Bim block | -4 | -9 | . | -1 | 0
RGS4-Gao reg | 105 | 95 | 107 | 100 | 105
RGS8-Gao reg | 104 | 99 | 103 | 95 | 106
Bim-Bcl-W | -4 | -7 | . | -3 | 1
Bim-Bfl-1 | 0 | -5 | . | 0 | 0
RGS7-Gao reg | 104 | 99 | ? | 99 | 103
Bim-Bcl-2 | -3 | -6 | . | -2 | -2
Mcl1-Bid inh | -2 | -25 | -7 | -12 | -48
Mcl-1 Bim block | -4 | -6 | . | -2 | 0
Mcl1-Noxa inh | -25 | 7 | -6 | -2 | -6
Bcl-B Bim block | -3 | -10 | . | -1 | 0

The list continues:
#25 CCOC(=O)C(C(=O)Nc1cccc(C)c1)C1CCCCC1 (centres undefined)
#26 Clc1ccccc1OCc1nnc(-c2ccccc2)o1
#27 CCC1(C)CC2(CCCN(CCC(O)(c3ccccc3)c3ccccc3)C2)CCO1 (centres undefined)
#28 COC(=O)C1=C(C)N(c2cccc(C(C)=O)c2)C(=O)C1
#29 NCC(c1ccccc1)c1c[nH]c2ccccc12 (centres undefined)
#30 COCCNC(=O)/C(C#N)=C/c1cccc(OCc2ccccc2)c1

assay / compound | 25 | 26 | 27 | 28 | 29 | 30
Bcl-XL Bim block | 1 | 0 | . | -8 | -2 | 2
RGS4-Gao reg | 95 | 100 | 101 | 102 | 100 | 101
RGS8-Gao reg | 98 | 100 | 99 | 103 | 101 | 102
Bim-Bcl-W | 1 | 0 | . | 0 | 1 | 4
Bim-Bfl-1 | 0 | 0 | . | -15 | -3 | 0
RGS7-Gao reg | 100 | 99 | ? | 106 | 99 | ?
Bim-Bcl-2 | 0 | 1 | . | -8 | 0 | 2
Mcl1-Bid inh | -4 | -20 | -6 | -8 | -34 | 4
Mcl-1 Bim block | 0 | 4 | . | -1 | 47* | 2
Mcl1-Noxa inh | 5 | 0 | -3 | -32 | 7 | 6
Bcl-B Bim block | 2 | -5 | . | -9 | 1 | 2

#31 CS(=O)(=O)c1cccc(NC(=O)c2ccc(Cl)c(Cl)c2)c1
#32 COc1ccc2c(c1)c1ncn(CC3CCCO3)c(=O)c1n2C (centres undefined)
#33 Cc1ccc(-c2nc3ccccc3[nH]2)cc1NC(=O)c1ccco1
#34 Cc1csc(NC(=O)CSc2nnc(-c3ccccn3)n2-c2ccc(C)c(C)c2)n1
#35 COc1ccc(C(=O)NNC(=O)CSc2nnnn2C)cc1
#36 CCN(CCCNC(=O)c1cn(CC)c2ccc(S(=O)(=O)N(C)C)cc2c1=O)c1cccc(C)c1

assay / compound | 31 | 32 | 33 | 34 | 35 | 36
Bcl-XL Bim block | -1 | . | -8 | -2 | -2 | -8
RGS4-Gao reg | 99 | 103 | 101 | 98 | 102 | 102
RGS8-Gao reg | 97 | 105 | 99 | 102 | 94 | 102
Bim-Bcl-W | 0 | . | 0 | 8 | 0 | -2
Bim-Bfl-1 | -6 | . | -19 | -8 | 2 | -25
RGS7-Gao reg | ? | ? | 101 | 99 | 103 | 101
Bim-Bcl-2 | -2 | . | -13 | 0 | 0 | -12
Mcl1-Bid inh | -11 | -7 | -22 | -9 | 9 | -27
Mcl-1 Bim block | 0 | . | -6 | 3 | 0 | -6
Mcl1-Noxa inh | 5 | 5 | 10 | -6 | -2 | 22
Bcl-B Bim block | -4 | . | -10 | 0 | 0 | -12

#37 CCOC(=O)c1cnc(SCCc2ccccc2)nc1N
#38 Cc1ccc(/C=N/n2c(COc3ccccc3)n[nH]c2=S)s1
#39 N#Cc1c(N)sc(=S)c2c1CCN(Cc1ccccc1)C2
#40 Cc1cc(NC(=O)CN2C(=O)NC3(CCCCC3C)C2=O)no1 (centres undefined)
#41 O=Cc1cccn1-c1c(C(=O)O)cnn1-c1ccccc1
#42 CC(Cc1ccccc1)C(=O)N[C@@H](CO)Cc1ccccc1 (some centres undefined)

assay / compound | 37 | 38 | 39 | 40 | 41 | 42
Bcl-XL Bim block | -4 | -8 | 3 | 7 | -3 | -3
RGS4-Gao reg | 99 | 102 | 117 | 102 | 106 | 98
RGS8-Gao reg | 98 | 100 | 93 | 111 | 104 | 96
Bim-Bcl-W | 1 | 0 | 13 | 6 | -1 | -3
Bim-Bfl-1 | -14 | -6 | 26 | 11 | 0 | 0
RGS7-Gao reg | 100 | 106 | 115 | 101 | 108 | 101
Bim-Bcl-2 | -4 | -12 | 7 | 8 | 0 | -1
Mcl1-Bid inh | 1 | -15 | -1 | -10 | -6 | 0
Mcl-1 Bim block | 2 | -4 | 3 | 4 | -4 | -3
Mcl1-Noxa inh | 8 | 7 | 71* | 5 | 8 | -1
Bcl-B Bim block | -4 | -27 | -4 | 5 | 0 | -4

Shown with tabs: entries from further up
nr	SMILES	Bcl-XL Bim block	RGS4-Gao reg	RGS8-Gao reg	Bim-Bcl-W	Bim-Bfl-1	RGS7-Gao reg	Bim-Bcl-2	Mcl1-Bid inh	Mcl-1 Bim block	Mcl1-Noxa inh	Bcl-B Bim block
38	Cc1ccc(/C=N/n2c(COc3ccccc3)n[nH]c2=S)s1	-8	102	100	0	-6	106	-12	-15	-4	7	-27
39	N#Cc1c(N)sc(=S)c2c1CCN(Cc1ccccc1)C2	3	117	93	13	26	115	7	-1	3	71*	-4

Screening results from PubChem.
